M18AAP inhibitor = PfM18AAP inhibitors, malaria aminopeptidase, primary screen, biochemical, QFRET, recombinant enzyme. H-Glu-NHMec fluorogenic cleavage. inhibition, % at 7.35 µM. 1.2% of 290,000 active;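 active = inhibition above the campaign mean inhibition over all tested compounds plus 3 SD, cut at about 28% in these data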;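 also: 0% = plate median of test compound wells and 100% = 2 mM ZnCl2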
IDE cell activ = human IDE activators in live cells, primary screen, fluorescence polarization, HEK cells, FAbeta-B substrate; Insulin-degrading enzyme (Homo sapiens), P14735; FAbeta-B cleavage; 0% vehicle, 100% cell-free pure enzyme wells; activation, % at 5.96 µM; AID 493087, 2011; 0.073% of 340,000 active;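 active = activation above the mean of all tested compounds plus 3 SD, set per screening campaign, cut at about 17% in these data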
VIM-2 inhibitor = VIM-2 metallo-beta-lactamase inhibitors, primary screen, biochemical, epi-absorbance readout, Pseudomonas aeruginosa enzyme. purified VIM-2, nitrocefin hydrolysis, epi-absorbance fluorescence. inhibition, % at 5.6 µM. 0.89% of 290,000 active. AID 1527, 2009;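 active = inhibition above the mean of all tested compounds plus 3 SD, cutoff set per screening run, cut at about 7.5% in these data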;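 also: red hydrolysis product quenches plate fluorescence so inhibitors raise well fluorescence; 0% = enzyme with DMSO and 100% = DMSO without enzyme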
UBC9 SUMO inh = inhibitors of in vitro SUMOylation cascade, primary screen, biochemical, HTRF, uHTS; inhibition, % at 35 µM; AID 2006, 2009; 0.36% of 290,000 active; HTRF SUMOylation assay, SAE1/SAE2 + UBC9; in the data active = inhibition above about 50%, passing the limit was not always enough; also: strong numbers were not always called active
Target sequence (P63279 whole entry, looked up): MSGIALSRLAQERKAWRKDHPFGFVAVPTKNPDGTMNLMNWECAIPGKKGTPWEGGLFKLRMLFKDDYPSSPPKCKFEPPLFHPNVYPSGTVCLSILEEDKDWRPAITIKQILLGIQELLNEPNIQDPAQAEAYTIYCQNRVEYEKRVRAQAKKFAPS
pCIP destab = p/CIP-EGFP fusion destabilizers, primary screen, fluorescence, F442A cells. Q05BA5. 16 h. decrease of EGFP signal, % at 10 µM. 0.01% of 290,000 active. AID 1984, 2009;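 active = EGFP signal decrease of at least 30% at 10 µM or well 3 SD below plate mean, unless failing retest; inactive = the rest, including hits failing retest or dose response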; also: some compounds called inactive have numbers as strong as hits; many of its hits are not listed in these tables
IDE inh = human IDE inhibitors in live cells, primary screen, fluorescence polarization, HEK cells, FAbetaB substrate | FAbetaB cleavage | inhibition, % at 5.59 µM | Insulin-degrading enzyme (Homo sapiens), P14735 | 0.41% of 320,000 active | AID 434962, 2010;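 active = percent inhibition above the average of all tested compounds plus 3 SD, set per screening campaign, cut at about 16% in these data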;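 also: IDE supplied by intact live HEK cells; FP after avidin binding of uncleaved biotin substrate so inhibition keeps polarization high; 0% = DMSO wells and 100% = 60 µM reference IDE inhibitor Ii1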
IMP-1 inh = IMP-1 metallo-beta-lactamase inhibitors, primary screen, biochemical, epi-absorbance readout, Pseudomonas aeruginosa enzyme | inhibition, % at 5.6 µM | 0.45% of 290,000 active | purified IMP-1, nitrocefin hydrolysis, epi-absorbance fluorescence | metallo-beta-lactamase IMP-1 (Pseudomonas aeruginosa);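 active = inhibition above the mean plus 3 SD of all compounds in the same screening run, cut at about 4.5% in these data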;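 also: 0% = IMP-1 with DMSO and 100% = DMSO wells lacking enzyme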
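System: purified IMP-1; amount: IMP-1 0.2 nM before substrate addition; compound: single dose, 5.6 µM; times: 25 °C, 15 min preincubation, 25 min reaction; signal: Epi-absorbance via hydrolysed-nitrocefin quenching of white-plate fluorescence, 480/530 nm, EDTA stop; benchmarks: DMSO with and without IMP-1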
DNA FID counter = compounds displacing fluorescent DNA intercalator, primary screen, artefact control for HCV NS3 helicase inhibitor project, biochemical, FID fluorescence. inhibition, % at 7.9 µM. AID 1845, 2009. 0.17% of 290,000 active. DNA fluorescent intercalator displacement; in the data active = inhibition above about 37%;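 also: 0% = vehicle and 100% = reference compound; higher means more ethidium bromide displaced from hairpin DNA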
HCV NS3 hel inh = inhibitors of HCV NS3 helicase, primary screen, biochemical, Cy5 molecular beacon fluorescence; Hepatitis C virus NS3 helicase; NS3 helicase DNA unwinding; inhibition, % at 10.9 µM; 0.56% of 290,000 active;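 active = inhibition above the mean of all tested compounds plus 3 SD, set per campaign, cut at about 35% in these data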;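 also: 0% = DMSO wells and 100% = thioflavine S control wells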
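System: HCV NS3 helicase fragment; control set: DMSO and thioflavine S; technique: Cy5 fluorescence at 0 and 60 min, beacon hairpin quenching; reagent: beacon DNA duplex substrate plus ATP; replicates: singlicate; schedule: 1 h reaction at 25 °C, ATP-initiated; medium: MOPS buffer pH 6.5 with MgCl2, DTT, Tween20, BSA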
Numbers without * were called inactive; x = not tested or not shown.

SMILES	M18AAP inhibitor	IDE cell activ	VIM-2 inhibitor	UBC9 SUMO inh	pCIP destab	IDE inh	IMP-1 inh	DNA FID counter	HCV NS3 hel inh
O=C1c2ccccc2C(=O)N1CCOc1ccccc1Br	3	1	-3.2	0	-14	3	-3.8	-20	-15
O=C(c1cn(-c2ccc(Cl)c(Cl)c2)nn1)C1CC1	-6	4	-5.2	2	-2	-2	-5.1	-1	3
CCCn1c(N2CCN(C(=O)/C=C/C(=O)O)CC2)nc2ccccc21	-5	1	0.5	2	2	3	0.2	1	1
COc1cc(OC)cc(OCC(O)Cn2ccnc2)c1 (stereo unspecified)	-7	3	0.6	2	5	0	-0.7	-12	-5
CCOC(=O)c1c(CSCc2ccccc2)oc2ccc(O)c(CN(C)C)c12	3	10	1.3	5	2	3	-1.5	31	-71
O=c1cc(COc2ccccc2[N+](=O)[O-])nc2sccn12	-15	x	0.7	19	-10	-11	-0.7	0	9
CCc1nnc(NC(=O)C2CCCN(S(=O)(=O)c3ccc(OC)cc3)C2)s1 (stereo unspecified)	4	-5	1.1	14	7	3	-1.6	-14	-3
CCOC(=O)C(=CNc1nc2ccc(C(=O)OCC)cc2s1)C(=O)OCC	0	x	-1.5	33	-1	1	-0.8	-1	4
CS(=O)c1ccccc1O (stereo unspecified)	13	2	-0.6	13	-6	-2	-0.2	2	-3
O=C(CCC(=O)N(CC(=O)NC1CCCCC1)Cc1ccccc1)Nc1nccs1	-3	3	0.1	-4	-11	-1	-0.9	-34	-8
NC(=O)[C@H]1CC2(CC(c3cccc(NC(=O)[C@H]4CCC(=O)N4)c3)=NO2)CN1C(=O)c1ccccc1 (stereo partly specified)	x	4	x	36	-2	4	x	x	x
COc1ccc(NC(=O)c2ccc(-n3cnnn3)cc2)c([N+](=O)[O-])c1	-8	1	-1.7	31	-9	6	-1.9	2	2
O=C(c1cc([N+](=O)[O-])ccc1N1CCOCC1)N1CCOCC1	-11	6	-2.8	-12	-1	-4	-0.8	-5	-12
Cc1cc2cc(CN(CCN(C)C)C(=S)NCc3ccco3)c(=O)[nH]c2cc1C	13	0	0.5	18	-21	-10	1.1	17	-55
CCC(=NCCc1ccc(OC)c(OC)c1)c1ccccc1O	-8	2	-3.4	30	-25	-1	-1.8	-6	3
C[C@H](NC(=O)c1nc[nH]c1C(=O)N[C@@H](C)C(=O)OCc1ccccc1)C(=O)OCc1ccccc1	-3	6	-3.3	-16	-7	5	-1.1	-40	-26
COc1cccc(-n2c(N)cc(=O)nc2SCC(=O)Nc2cc(C)on2)c1	-2	0	-2.7	15	0	5	-2.6	-6	4
Cc1cc(NS(=O)(=O)c2ccc(NC(=O)COc3ccccc3C(C)C)cc2)no1	10	5	-2.7	1	-2	-1	-1.5	-46	16
CCOc1cc(S(=O)(=O)N2CCN(S(=O)(=O)CC)CC2)c(OCC)cc1-n1cnnn1	-1	6	-1.4	-18	12	1	-2.0	-15	0
COc1ccc(N2C(=O)C(Cc3ccccc3)NC2=S)cc1 (stereo unspecified)	2	-1	-1.8	-1	5	5	-1.5	2	10
Cc1ccc(OCc2cc(C(=O)NCc3cn4ccccc4n3)no2)cc1C	5	4	-4.8	14	-7	-1	-2.6	-30	2
CC(C)(C)c1ccc(S(=O)(=O)N2CCc3nc4ccccc4c(C(=O)O)c3C2)cc1	-16	-1	1.4	11	-11	-3	0.7	-26	19
O=C(CN1CCc2ccccc2C1)N1CCN(S(=O)(=O)c2ccccc2)CC1	0	0	-1.1	-9	-18	4	-5.4	-9	-1
Cc1csc(NC(=O)NC2(C(F)(F)F)Oc3ccccc3O2)n1	71*	1	-1.1	10	-8	0	-2.7	4	-1

Random excerpt: 2 compounds from above
SMILES	M18AAP inhibitor	IDE cell activ	VIM-2 inhibitor	UBC9 SUMO inh	pCIP destab	IDE inh	IMP-1 inh	DNA FID counter	HCV NS3 hel inh
Cc1ccc(OCc2cc(C(=O)NCc3cn4ccccc4n3)no2)cc1C	5	4	-4.8	14	-7	-1	-2.6	-30	2
O=C(c1cc([N+](=O)[O-])ccc1N1CCOCC1)N1CCOCC1	-11	6	-2.8	-12	-1	-4	-0.8	-5	-12

Later entries
SMILES	M18AAP inhibitor	IDE cell activ	VIM-2 inhibitor	UBC9 SUMO inh	pCIP destab	IDE inh	IMP-1 inh	DNA FID counter	HCV NS3 hel inh
O=C(Cn1nnc(-c2ccccc2-n2cnnn2)n1)N1CCCCC1	3	-2	-2.1	7	-13	6	-1.9	-12	12
O=C(CN(c1ccc(Cl)c(Cl)c1)S(=O)(=O)c1ccccc1)N1CCc2ccccc2C1	4	4	-0.5	-16	-9	4	-3.9	-2	-2
COc1ccc(CN(C(=O)c2cc3ccccc3oc2=O)C2CCS(=O)(=O)C2)cc1 (stereo unspecified)	-16	-7	0.9	26	-5	8	1.8	-21	3
Cc1cc(=O)oc(C)c1C(=O)OCC(=O)c1ccc(Cl)c(Cl)c1	14	1	1.0	9	-5	2	5.3*	2	8
COCCN(C(=O)CCC(=O)Nc1cc(C)on1)C(C(=O)NC(C)(C)C)c1ccc(OC)cc1 (stereo unspecified)	1	-7	-0.6	-11	-5	2	0.8	-38	9
Nc1nnc(C(F)(F)F)s1	3	-4	0.0	1	-9	-4	-1.3	0	-16
CC(C)c1ccccc1NS(=O)(=O)N(C)C	-16	-2	2.1	20	22	-2	-1.2	-2	3
CN(Cc1ccccc1)c1nc(N)nc(Cl)c1C=O	1	2	-3.1	8	1	-3	-5.1	-3	-14
CC(C)c1ccc(OC(=O)NCCO)cc1	-5	-2	3.9	2	-4	-4	1.7	9	-9
O=C1c2ccccc2C(=O)N1c1ccc(Cl)cn1	-1	5	-2.9	9	-4	9	-1.8	-2	-1
CC(=O)NC1C(=O)N=C(SCC(=O)Nc2ccc(C(F)(F)F)cc2Cl)NC1=O (stereo unspecified)	12	3	1.2	4	3	-3	1.4	4	-6
COCCCNCCOCCOc1ccc(Cl)cc1C(C)(C)C	3	4	0.8	-4	3	-4	-0.7	35	-44
COCCNC(=O)COC(=O)c1ccc(OCC(=O)Nc2ccccc2OC)c(OC)c1	-3	3	-0.3	3	1	-1	0.9	-11	1
C/C(=N\O)c1ccc2c(c1)OCCO2	2	4	-2.7	12	-10	7	-1.9	-4	12
CN(CC(=O)N1CCN(C2CCCCC2)CC1)S(=O)(=O)c1cccc2nsnc12	-18	2	2.4	2	-1	1	-0.4	0	-5
CCCS(=O)(=O)N1CCN(C(=O)COc2ccc(OC)cc2)CC1	4	4	0.0	12	-11	3	0.0	-14	-6
CC(C)CCNC(=O)c1cc(-c2ccncc2)nc2ccc(S(=O)(=O)N3CCOCC3)cc12	-2	0	-1.2	13	-28	-3	-1.1	1	3
CCOc1ccc2[nH]c3c(N4CCN(C(=O)c5ccco5)CC4)ncnc3c2c1	9	x	-0.1	21	-3	40*	-3.8	-21	3
Cc1ccc(C(=O)N(CC(=O)NC2CCCCC2)c2ccccc2C)s1	4	1	2.5	5	0	0	-1.0	-23	0
CC(=O)N1CCCc2cc(S(=O)(=O)NC(C(=O)NC3CCCCC3)C(C)C)ccc21 (stereo unspecified)	-6	4	-2.2	0	-1	-1	-3.9	-16	-5
O=C(O)Cc1ccc(NC(=O)c2ccc3c(c2)C(=O)N(Cc2ccco2)C3=O)cc1	-2	0	0.5	-1	-13	1	0.6	-41	11
CCc1cc(C(=O)O)c(NC(=O)/C=C/c2ccc(OC)cc2)s1	-7	-3	-1.2	9	6	-2	-2.2	-24	-2
CCOC(=O)C1=C2c3cc(OC)c(OC)cc3CC(C)(C)N2C(=O)C1=O	1	-1	-0.7	-5	-10	0	-1.2	-7	8
COc1cccc(CNc2nc(-c3cccnc3)nc3ccccc23)c1	-6	-5	-2.9	-23	9	5	-2.1	-21	4
Cn1nc(-c2ccc(N3CCOCC3)c(NC(=O)COc3ccccc3)c2)c2ccccc2c1=O	8	x	-1.9	x	x	x	0.2	-2	-4
CCCCn1c(SCC(=O)NCc2ccc(OC)c(C(=O)O)c2)nc2cc(S(N)(=O)=O)ccc21	-1	1	1.1	14	-7	-12	-1.4	-20	9
C/C(=N/NC(=O)c1ccc2c(c1)OCCO2)c1ccc([N+](=O)[O-])cc1	5	2	-2.4	20	-6	7	-2.8	1	-10
Cc1cccc(NC(=O)c2sc3nc(-c4ccccc4)cn3c2C)n1	4	-11	0.6	2	-13	17*	-2.2	-21	-12
O=C(Nc1cccc(-c2nc3ncccc3o2)c1)c1ccccc1	2	0	-1.7	1	-10	5	-1.8	-10	-3
O=C(COC(=O)c1cc(C(F)(F)F)cc(C(F)(F)F)c1)NCc1ccc(Cl)cc1	0	1	-1.5	7	-7	-1	-2.5	-1	3
CCCCNC(=S)NCc1ccc2[nH]c3c(c2c1)CCCC3	4	0	-6.8	-25	10	2	-5.2	-1	-12
COc1cc(/C=C2\SC(=S)N(CC(=O)Nc3cccnc3)C2=O)cc(OC)c1OC	12	2	-5.0	-23	-19	0	-4.2	-2	4
CC(=O)c1c(C)[nH]c(C(=O)OCC(=O)NCCc2ccc(Cl)cc2)c1C	-2	5	-3.7	-10	2	5	-4.9	-13	-1
CCNC(=O)/C(C#N)=C/c1c(N2CCN(C)CC2)nc2c(C)cccn2c1=O	-1	-4	-0.9	10	1	2	-2.9	-4	11
O=C(NC(=S)NCc1cccnc1)c1ccccc1F	2	-4	-0.5	-6	-21	4	-2.9	3	-3
Cc1c(NC(=O)COC(=O)C(c2ccc(Cl)cc2)C(C)C)c(=O)n(-c2ccccc2)n1C (stereo unspecified)	0	-2	-1.2	12	-18	-1	-1.0	-26	4
Nc1ccc(S(=O)(=O)NNC(=O)C(=O)NNc2ccccn2)cc1	9	2	0.1	-37	-12	-5	-1.7	0	-2
C=CCOc1ccc(CN(C)C(=O)C2CCCO2)cc1 (stereo unspecified)	0	6	-2.8	-14	6	0	-2.4	-6	1
Cc1cccc(NC(=O)Cn2nc(-c3ccco3)ccc2=O)c1C	-28	7	-6.1	22	-13	-4	-4.7	-24	18
CCOc1cc(C(=O)N/N=C(\C)Cc2ccc(OC)cc2)cc(OCC)c1OCC	1	-1	-1.5	-2	-3	2	-3.7	-15	-6
CN1CCS/C1=C/C=C1\SC(=S)N(CC(=O)O)C1=O	-6	-97	9.6*	-8	-133	60*	6.8*	-2	4
Cc1ccc(S(=O)(=O)N2CCCCC2)cc1C(=O)NCc1ccncc1	-2	0	0.1	-4	2	4	-1.9	-10	10
CCOc1nc(SCCOc2ccc(Cl)cc2Cl)nc(N(C)C)n1	-7	4	-1.9	-20	1	7	-0.6	-3	-3
CCC(C)(C)n1nnnc1C(C(C)C)N1CCN(C(=O)c2ccco2)CC1 (stereo unspecified)	-2	2	-1.1	7	4	-1	-0.5	-27	3
